# FLuc modulator = counter-screen for miR-21 project: firefly luciferase inhibitors or activators; purified FLuc, Km substrates, luminescence inhibition; P08659; 360,000 tested, 6.9% active; AID 588342; Potency, µM (titrated, usually from 57.5 µM), for the others: at the highest dose activity change, negative = inhibition, usual class: inhibitors;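 also: potency is read from the fitted curve at half-maximal effect; plate controls were vehicle for no effect and reference inhibitor for full effect; nearly all actives have a fitted effect of over 55% in size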
#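 Purified P. pyralis luciferase, 10 nM final, with Km-level 10 uM D-luciferin and 10 uM ATP in 50 mM Tris acetate pH 7.5, 10 mM Mg acetate, 0.01% Tween-20, 0.05% BSA; 6-point qHTS titration about 60 µM downward; luminescence read.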
# PKM2 act = increases activity of human pyruvate kinase M2; purified PKM2, Kinase-Glo ATP luminescence, activation; response scale: 0% is enzyme alone, no compound; 260,000 tested, 0.34% active; P14618; Potency, µM (doses to about 57.5 µM), for the others: at the top dose activation, hits mostly activators; also: potency is read from the fitted curve at half-maximal effect; % is scaled to controls: 0 for no effect and ±100 for the full control effect; nearly all actives have a fitted effect of over 55% in size
#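 ATP formation by purified human PK-M2, quantified via coupled luciferase luminescence after 1 h at room temperature with 0.1 mM ADP and 0.5 mM PEP final.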
# Mito fusion act = inhibitors of mitochondrial division or activators of mitochondrial fusion | S. cerevisiae fusion-defective mutant growth rescue, CellTiterGlo 48 h | Potency, µM (highest dose often 46.1 µM), for the others: at the top dose growth rescue (activation), actives largely listed as activators | 320,000 tested, 0.23% active;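 also: potency is read from the fitted curve at half-maximal effect; % of control where 0% means no effect; nearly all actives have a fitted effect of over 45% in size; temperature-sensitive fusion mutants such as fzo1-1 at 37 °C on non-fermentable ethanol glycerol medium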
#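 Luminescent cell viability in 1536-well qHTS format served as the measure of rescued growth in ts fusion-mutant S. cerevisiae cultured on non-fermentable YPEG for 48 hours at 37C.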
# ELG1 repair inh = inhibitors of ELG1-dependent DNA repair in HEK293T cells. Potency, µM (doses to about 46.1 µM), for the others: at the top dose activity change, negative = inhibition, hits mostly inhibitors. AID 504467. 330,000 tested, 2.3% active. HEK293T ELG1-luciferase reporter, luminescence, 16 h; DNA damage induced by 5-fluorouridine; also: potency is read from the fitted curve at half-maximal effect; % is scaled to controls: 0 for no effect and ±100 for the full control effect; nearly all actives have a fitted effect of over 55% in size
#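 Luminescence from the luciferase reporter, measured 30 min after ONE-Glo reagent at room temperature, was the read-out. Beforehand, 2,000 cells per well were exposed for 16 hr at 37 °C to 5-fluorouridine together with compound or vehicle.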
# RORg inh = inhibitors of mouse ROR gamma transcriptional activity. Drosophila S2 Gal4-RORgamma UAS-luciferase reporter, 20 h. AID 2551. Potency, µM (series often up to 53.6 µM), without a hit: top-dose activity change, negative = inhibition, most hits filed as inhibitors. 310,000 tested, 5.4% active. P51450; also: potency is read from the fitted curve at half-maximal effect; % is scaled to controls: 0 for no effect and ±100 for the full control effect; nearly all actives have a fitted effect of over 60% in size
#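 Luciferase reporter read in Schneider cells carrying Gal4-RORγ (mouse) and UAS-Photinus luciferase; cells given compound 1 h before 700 uM copper sulfate induction, then incubated 20 h at ambient temperature.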
# Rab9 prom act = activates the Rab9 promoter; Potency, µM (highest dose often 9.22 µM), inactives show at the top dose activation, negative = inhibition, usual class: activators; 320,000 tested, 2.8% active; Huh7 Rab9 promoter-luciferase reporter, luminescence, 24 h; AID 485297; also: potency is read from the fitted curve at half-maximal effect; % of control where 0% means no effect; nearly all actives have a fitted effect of over 60% in size
#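 Luciferase signal after 10 min detection reagent at ambient indicates Rab9 promoter upregulation; stably transfected Huh7 cells were treated 24 h with compound in DMSO at 37 °C, 5% CO2.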
# Gal4-VP16 FLuc = counter-screen for ROR gamma inhibitors: Gal4-VP16 reporter | Drosophila S2 Gal4-VP16 UAS-luciferase, luminescence, 20 h | Potency, µM (titrated, usually from 53.6 µM), for inactives: at the highest dose activity, negative = inhibition, hits mostly inhibitors | 310,000 tested, 3.5% active;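 also: Gal4-VP16 expression switched on by copper sulfate through the metallothionein promoter; potency is read from the fitted curve at half-maximal effect; % is scaled to controls: 0 for no effect and ±100 for the full control effect; nearly all actives have a fitted effect of over 50% in size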
# MBNL1 CUG block = MBNL1-poly(CUG) RNA binding inhibition | 280,000 tested, 0.036% active | TR-FRET MBNL1-His/biotin-(CUG)12 binding, 665/545 ratio | Potency, µM (series often up to 57.5 µM), without a hit: top-dose activity change, negative = inhibition, most hits filed as inhibitors; active = well fitted inhibition curve with a large enough effect in the signal ratio, with a control signal flat, not every such curve was filed as active; inconclusive = small, poorly fitted or top-dose-only effect, or effect the other way, or a change in a side signal; inactive = no such curve, though single readings can be large or run the other way; the % refers to the signal ratio; also: potency is read from the fitted curve at half-maximal effect; % is scaled to controls: 0 for no effect and ±100 for the full control effect
# Target sequence (Q9NR56 whole entry, looked up): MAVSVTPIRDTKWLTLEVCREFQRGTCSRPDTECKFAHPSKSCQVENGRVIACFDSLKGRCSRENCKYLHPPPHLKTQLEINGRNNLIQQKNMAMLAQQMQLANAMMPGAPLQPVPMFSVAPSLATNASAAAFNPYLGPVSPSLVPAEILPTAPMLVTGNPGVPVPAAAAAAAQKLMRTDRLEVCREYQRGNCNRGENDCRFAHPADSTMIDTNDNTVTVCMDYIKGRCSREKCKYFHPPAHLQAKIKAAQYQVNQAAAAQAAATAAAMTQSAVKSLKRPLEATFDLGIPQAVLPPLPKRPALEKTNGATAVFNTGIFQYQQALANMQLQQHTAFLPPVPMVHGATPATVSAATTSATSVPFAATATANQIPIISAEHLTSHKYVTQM
#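 TR-FRET readout: Ex 340 nm, 665/545 nm emission ratio, normalized to buffer-only (basal) and MBNL1-(CUG)12 controls. Complex of MBNL1-His with Biotin-(CUG)12, compounds 92 nM–58 uM, incubated 60 min at room temperature.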
# Menin-MLL TR inh = menin-MLL binding inhibition, Texas Red mutant peptide. O00255. Menin + Texas Red MLL mutant peptide, fluorescence polarization. Potency, µM (titrated, usually from 61.6 µM), for inactives: top-dose FP activity change, negative = inhibition, actives largely listed as inhibitors. 270,000 tested, 0.23% active. AID 1768; active = well fitted inhibition curve with a large enough effect in the polarisation, with a control signal flat, not every such curve was filed as active; inconclusive = small, poorly fitted or top-dose-only effect, or effect the other way, or a change in a side signal; inactive = no such curve, though single readings can be large or run the other way; the % refers to the polarisation; also: potency is read from the fitted curve at half-maximal effect; % of control where 0% means no effect; many of its hits are not listed in these tables
# Target sequence (O00255 whole entry, looked up): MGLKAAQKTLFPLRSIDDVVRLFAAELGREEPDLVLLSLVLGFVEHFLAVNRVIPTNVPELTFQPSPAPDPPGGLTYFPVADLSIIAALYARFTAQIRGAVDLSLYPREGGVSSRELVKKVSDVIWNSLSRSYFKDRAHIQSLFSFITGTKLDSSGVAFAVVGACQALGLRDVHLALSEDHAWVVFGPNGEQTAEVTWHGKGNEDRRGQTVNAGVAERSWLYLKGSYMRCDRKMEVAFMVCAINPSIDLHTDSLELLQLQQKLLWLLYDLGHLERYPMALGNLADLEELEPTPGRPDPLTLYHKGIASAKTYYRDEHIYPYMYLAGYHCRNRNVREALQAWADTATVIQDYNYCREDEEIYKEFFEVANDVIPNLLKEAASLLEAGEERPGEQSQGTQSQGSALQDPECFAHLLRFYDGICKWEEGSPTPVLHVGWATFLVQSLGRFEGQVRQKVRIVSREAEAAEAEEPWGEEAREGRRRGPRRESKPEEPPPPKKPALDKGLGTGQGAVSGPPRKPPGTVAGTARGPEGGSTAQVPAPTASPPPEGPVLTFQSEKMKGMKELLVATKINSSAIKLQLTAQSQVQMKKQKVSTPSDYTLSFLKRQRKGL
# KCNH2 3.1 block = blocks the human KCNH2 3.1 channel isoform | U2OS KCNH2 3.1, thallium flux FluxOr; stronger effect = lower value | activity change, % (tested at about 1.8 µM) | 340,000 tested, 0.95% active;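 active = maximum activity change below -70%; inconclusive = maximum activity change from -70% to -50%; inactive = maximum activity change above -50%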;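 also: thallium influx rate constant from kinetic fluorescence after stimulation buffer; % is scaled to controls: 0 for no effect and ±100 for the full control effect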
#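 U2OS cells transduced with KCNH2 3.1 mutant virus (1.77 x 10^8 /mL, 4 h), plated overnight at 37 C, loaded 45 min with FluxOr dye plus Red40 quencher. Thallium flux rate constant from kinetic reads after stimulation buffer, normalised to controls.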
# NPC1 prom act = activators of NPC1 promoter | Huh7 NPC1 promoter luciferase reporter, 24 h | Potency, µM (top dose mostly 9.22 µM), for inactives: at the top dose activation, usual class: activators | 320,000 tested, 2.4% active | AID 485313;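 also: potency is read from the fitted curve at half-maximal effect; % of control where 0% means no effect; nearly all actives have a fitted effect of over 60% in size; reporter is driven by a mutant NPC1 promoter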
#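 Luminescence from an NPC1 promoter-driven luciferase reporter in stably transfected Huh7 cells was measured after 24 h compound treatment at 37 °C, followed by 10 min ambient incubation with luciferase detection reagent.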
# Active calls of the source: *; ? = inconclusive; / = not tested or not shown; & = joins results of further samples; [ ] = remark or other dose. Unless noted, calls follow the shape of the dose curve; as a rule, active = well fitted curve in the direction sought with a large enough effect; inconclusive = small, poorly fitted or top-dose-only effect, or another doubt; inactive = no such curve, though single readings can be large; an effect the other way counts as inactive or inconclusive.
SMILES,FLuc modulator,PKM2 act,Mito fusion act,ELG1 repair inh,RORg inh,Rab9 prom act,Gal4-VP16 FLuc,MBNL1 CUG block,Menin-MLL TR inh,KCNH2 3.1 block,NPC1 prom act
O=C1c2ccccc2NC(c2ccccc2Br)N1CCCN1CCOCC1 (centres undefined),4%,1%,-12%,3%,-42%,2%,-11%,-22%,-1%,6,-3%
Cc1cccc(NC(=S)NCc2ccncc2)c1C,1%,-2%,0%,3%,-14%,-2%,2%,/,11%,-1,-1%
O=C(O)CCCC(=O)NCCCCc1ccccc1,6%,8%,-1%,6%,0%,1%,-10%,-13%,-4%,-9,-17%
COc1cc(/C=N/OCC(=O)Nc2cc(C)on2)ccc1OCc1ccccc1,?,10%,3%,?,-4%,11%,-5%,/,-5%,0,8%
CCC(C)(C)NC(=O)C(c1cccn1C)N(C(=O)Cn1nnc2ccccc21)c1ccc(F)cc1 (centres undefined),0%,-6%,6%,3%,3%,-3%,-6%,-4%,0%,-8,4%
CC(C)(C)C(=O)Nc1ccc(N2CCN(S(C)(=O)=O)CC2)cc1,-4%,-4%,6%,23%,2%,9%,5%,1%,0%,2,5%
COC(=O)CSc1nc(C(C)C)nc2ccccc12,1%,2%,11%,0%,-2%,-3%,0%,12%,-9%,2,0%
O=C(Cn1c(-c2ccc(Cl)cc2)noc1=O)N1CCN(c2ccccc2F)CC1,2%,-2%,18%,-25%,?,5%,3%,-6%,8%,/,-3%
Cc1ccc(S(=O)(=O)N2CCN(C(=O)C(C)Cn3cncn3)CC2)cc1 (centres undefined),2%,1%,16%,7%,-9%,-8%,-4%,-4%,-5%,8,-9%
COc1ccc(CNC(=O)CN(C(=O)c2snc(C(N)=O)c2N)c2ccc(OC)c(OC)c2)cc1,-2%,1%,-4%,9%,15%,-1%,0%,14%,?,7,-1%
COc1ccc2c(COC(=O)CNC(=O)C34CC5CC(CC(C5)C3)C4)cc(=O)oc2c1,-5%,9%,7%,13%,3%,-1%,-9%,31%[activator],25%,-3,0%
CN(C(=O)c1ccc2c(=O)n3c(nc2c1)CCCCC3)c1ccccc1,-1%,-6%,-4%,1%,18%,-1%,-2%,-4%,-8%,-3,8%
CC(C(=O)NCCS(=O)(=O)c1ccc(Cl)cc1)S(=O)(=O)c1ccccc1 (centres undefined),-1%,-5%,0%,4%,24%,-4%,-2%,-11%,-3%,15,-5%
COc1ccccc1-n1c(SCC(=O)N2CCCCC2)nnc1-c1ccccc1O,0%,-6%,-2%,1%,?,-8%,0%,-7%,-9%,-5,-12%
CC(=O)NCC(=O)N(c1ccccc1)C1(C(=O)NC2CCCCC2)CCCCC1,0%,-5%,3%,-6%,-1%,-4%,-5%,-7%,0%,0,0%
CCc1nc2ccccc2c(C(=O)OCC(=O)N(CC(C)C)c2c(N)n(Cc3ccccc3)c(=O)[nH]c2=O)c1C,-1%,/,5%,?,/,-3%,/,/,/,-22,-3%
COc1cc(/C=N/n2c(COc3ccccc3)n[nH]c2=S)cc(OC)c1OC(C)=O,8%,/,-3%,17%,-13%,1%,-12%,1%,30%[activator],2,-4%
CC[C@H](C)[C@H](NC(N)=O)C(=O)Nc1ccccc1F,2%,-12%,-3%,-6%,8%,-3%,10%,-3%,6%,-12,-1%
Cc1cc(OCC(=O)NCc2nc(-c3ccccc3)no2)c(C)cc1Br,0%,-2%,5%,6%,-8%,0%,0%,12%,-2%,-1,-7%
CCOC(=O)CNC(=O)c1cnn2cccnc12,-15%,-9%,?,0%,-4%,5%,-19%,-8%,3%,14,13%
COc1ccc(C(=O)COC(=O)COc2cccc3c2OC(C)(C)C3)c(OC)c1,6%,/,10%,8%,/,-2%,/,/,/,17,1%
COc1cccc(Cn2nnc3c(=O)[nH]c(C4CCCN(C(=O)c5ccccc5Cl)C4)nc32)c1 (centres undefined),2%&-16%,8%,-1%,5%,?,3%,-14%,2%,-8%,-8,1%
COc1ccc(N2CCN(C(=O)c3ccc(Cn4nc(C)c([N+](=O)[O-])c4C)o3)CC2)cc1,-3%,-3%,6%,?,/,0%,/,-4%,-7%,8,5%
Cc1sc(N)c(C#N)c1C,-1%,5%,-1%,7%,1%,-5%,-13%,/,10%,-20,-2%
COCCn1c(N)c(Sc2ccccc2)c(=O)[nH]c1=O,-2%,11%,-4%,23%,-16%,-6%,-7%,-3%,14%,12,0%
O=C(CCNC(=O)c1ccccc1Cl)Nc1cccc(S(=O)(=O)N2CCOCC2)c1,5%,/,0%,27%,/,1%,/,/,/,2,-9%
O=C1CC(c2ccccc2)n2nc(NS(=O)(=O)c3ccccc3)nc2N1 (centres undefined),-1%,?,8%,3%,-8%,0%,-7%,-5%,?,-1,4%
Cc1ccc(Cn2cccc(NC(=O)CCC3CCCC3)c2=O)cc1,-16%,-3%,-1%,?,35%,-1%,-6%,1%,/,-20,1%
O=C(OCc1cncs1)c1ccccc1Cl,-9%,0%,8%,-3%,12%,-1%,11%,-4%,-5%,8,-6%
Cc1ccc(S(=O)(=O)N2CCCC2CNC(=O)C(=O)NC2CCCC2)cc1 (centres undefined),0%,/,3%,-11%,/,5%,/,/,/,4,1%
COc1ccc(-c2noc(-c3ccccc3Cl)n2)cc1OC,2.7µM*,-9%,0%,?,-25%,2.5µM*,-7%,-2%,?,4,3.2µM*
COC(=O)CCSc1nccn1Cc1ccccc1,2%,-3%,-1%,/,-2%,/,15%,-4%,-6%,2,/
O=C(O)CC1(CC(=O)Nc2cccc(C(=O)O)c2)CCCC1,?,/,-8%,?,16%,14%,-9%,-12%,7%,7,23%
CCCn1c(=O)c2c(C(F)(F)F)cc(-c3ccco3)nc2n(CCC)c1=O,1%,0%,3%,2%,-22%,-4%,4%,?,/,3,0%
CCN(CC)S(=O)(=O)c1cccc(-n2c(O)c(C=Nc3ccccc3C(=O)O)c3ccccc3c2=O)c1,-9%,9%,1%,5.8µM*,20%,14%,0%,6%,/,-19,-6%
CC(C(=O)OCC(=O)c1ccc(F)cc1)N1C(=O)C2C3C=CC(C3)C2C1=O (centres undefined),-2%,/,2%,15%,-4%,0%,-1%,3%,1%,7,-7%
Cc1sc(NC(=O)COc2ccccc2)c(C#N)c1C,?,-17%,-6%,?,5%,21%,0%,5%,-1%,-3,14%
CC(Oc1ccccc1Cl)C(=O)N(Cc1cccs1)C1CCS(=O)(=O)C1 (centres undefined),-1%,-2%,8%,13%,-9%,0%,-10%,-3%,-16%,16,0%
Cc1nn(CC(=O)NCCC2=CCCCC2)c(C)c1[N+](=O)[O-],-1%,/,6%,21%,/,-2%,/,/,/,13,-3%
COc1ccc(-n2cc(CNCc3cnc4ccccn34)c(-c3cccc(F)c3)n2)cc1,8.5µM*,0%,-5%,-1%,-43%,1%,0%,1%,-6%,-24,5%
Cc1ccc(NC(=O)/C(=C\c2cccnc2)NC(=O)c2ccco2)cc1,-4%,-3%,1%,-1%,16%,0%,-5%,14%,3%,-3,2%
CC(=O)Nc1ccc(N2C(=O)CC(Sc3nc4ccccc4s3)C2=O)cc1 (centres undefined),2%,1%,-7%,13%,2.2µM*,-27%,-2%[10 µM],-5%,5%,0,-4%
O=C(Cc1ccccc1)NCC(=O)N1CCN(c2ccccc2)CC1,2%,-2%,3%,?,-10%,-10%,0%,-5%,/,/,4%
Cc1cc(C)n2nc(SCc3nnc(SCc4ccccc4C)s3)nc2n1,?,11%,11%,?,21%,-2%,-23%,-16%,-2%,3,0%
COc1ccc(COC(=O)C2=C(C)NC(=O)NC2c2ccccc2)cc1 (centres undefined),5%,1%[11.5 µM],-2%,?,?,7%,5%,-5%,-15%,-6,-5%
Clc1ccc(CSc2ncn(-c3ccccc3)n2)cc1,-29%,-20%,?,28%,?,2%,-24%,-18%,5%,11,2%

# The list is partial, so the mix of outcomes need not match the whole.
